Compound activity deposited in PubChem by Broad Institute.
Statin myotox sup – protects C2C12 myotubes from simvastatin toxicity | 330,000 compounds, 0.78% hits | rescue of ATP level, % at 7.49 µM | ATP luminescence, 48 h; scaled: DMSO 0, geranylgeraniol control 100;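 active means mean ATP rescue above about 67%, or every replicate alone reaching that limit, limit read from the data, passing the limit was not always enough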;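 further: myotubes were challenged with 10 µM simvastatin during compound exposure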
Cneo AK release – causes C. neoformans cell lysis | 360,000 compounds, 0.2% hits | lysis activity, % at 15 µM | adenylate kinase release luminescence, 4 h; normalised: neutral wells 0, clomiphene wells 100;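 active means mean lysis activity across replicates of at least 80%, whatever share of replicates individually reach that level; inactive means mean lysis activity below 80%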
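Material – log-phase Cryptococcus neoformans yeast cells · Input – 5 × 10^6 yeast cells/mL · Medium – fresh YPD growth medium · Doses – single compound concentration per well · Timing – static 4 h at 37 °C with compound, 1 h detection · Detection – adenylate kinase release luminescence · Read-out – signal increase indicating cell lysis · Control set – Clomiphene as positive lysis control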
PGC1a acetyl inh – PGC1a acetylation modulation, inhibitor mode; U2OS PGC1a acetylation, AlphaScreen anti-acetyl-lysine; with virally co-expressed GCN5 acetyltransferase; inhibition, % at 15.6 µM; 350,000 compounds, 0.17% hits; AID 651687;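 active means every replicate shows inhibition of at least 40%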;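 further: 0% = neutral control wells and 100% = positive control wells; some results beyond the cut were filed as inactive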
PglD DTNB – inhibitors of Campylobacter jejuni PglD acetyltransferase; purified PglD enzyme, DTNB colorimetric CoA detection; inhibition, % at 12.5 µM; 360,000 compounds, 0.098% hits; AID 602405; in the data active means inhibition above about 16%, passing the limit was not always enough; further: strong numbers were not always called active
ARNT TACC3 PPI – disrupts binding between human ARNT and TACC3; AlphaScreen His-ARNT PAS-B/GST-TACC3 binding, luminescence; TACC3 fragment carries E629A point mutation; inhibition, % at 9.99 µM; 390,000 compounds, 0.66% hits; AID 623870;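 active means mean inhibition of replicates at least 50% and at least half of replicates each reaching 50%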;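 further: 0% = complete ARNT plus TACC3 wells and 100% = ARNT alone without TACC3; many hits fall short of the cut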
INS-1E GSIS act – GLuc luminescence reporter in INS-1E cells, primary screen for activators of glucose-dependent secretion of insulin. AID 743287. activation, % at 16.6 µM. 370,000 compounds, 0.61% hits. INS-1E GLuc reporter insulin secretion, 2-3 h;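 active means lowest replicate activation of at least 40%, so every replicate reaches that level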;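 further: 0% = median of neutral control wells and 100% = median of IBMX positive control wells; some compounds called inactive have numbers as strong as hits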
LGR2 antag – inhibitors of bursicon-induced Drosophila LGR2 receptor cAMP signaling; inhibition, % at 9.99 µM; HEK293 LGR2, CRE-luciferase, bursicon-stimulated, 4 h; 380,000 compounds, 0.35% hits;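 active means drop in luminescence signal, shown as inhibition above about 50% in the replicate tests, limit read from the data, passing the limit was not always enough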;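 further: agonist challenge used bursicon conditioned medium at about half maximal strength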
PAX8 inh HTS – PAX8 transcriptional activity inhibition; RMG-I TPO-luciferase reporter, SteadyGlo, 24 h; inhibition, % at 12.6 µM; 360,000 compounds, 1.2% hits; AID 652154;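 active means mean replicate inhibition at least 60% with every replicate also reaching 60%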;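 further: luciferase light reporting Pax8 driven TPO promoter activity; plate controls were median of neutral control wells for no effect and mitoxantrone controls for full effect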
Starred values were filed as active, the others as inactive; . = not tested or not shown.

Compound	Statin myotox sup	Cneo AK release	PGC1a acetyl inh	PglD DTNB	ARNT TACC3 PPI	INS-1E GSIS act	LGR2 antag	PAX8 inh HTS
COc1ccc(OC)c(C2CC(=O)c3c([nH]c(C(=O)OC(C)C)c3C)C2)c1 (stereo not drawn)	-73	0	-8	3	.	0	-10	43
COc1cccc(CNC(=O)[C@@H]2[C@@H](CO)[C@@H]3Cn4c(cccc4=O)[C@H]2N3C(=O)C2CCC2)c1	10	3	.	-5	-7	-1	-2	.
COc1ccccc1NC(=O)Cc1nnc(SCC(=O)NC2CCCC2)n1C	1	3	-9	3	.	0	-5	10
O=C1NC(=S)N/C1=C/c1cccc([N+](=O)[O-])c1	.	.	-4	.	0	22	-7	-21
Cc1ccc(-n2c(C)cc(C=C3C(=O)N(C)C(=O)N(C)C3=O)c2C)cc1	.	.	.	.	-6	25	2	0
C[C@@H](O)C#Cc1ccc([C@@H]2[C@H]3CN(C(=O)c4ccncc4)CCCCN3[C@H]2CO)cc1	10	0	6	7	-13	5	-2	2
O/N=C1\CCc2cc(Cl)ccc21	-3	0	10	-5	-9	.	.	.
Cc1ccc(/C=N/N2CCCCC2)o1	.	.	.	.	-3	2	-39	-20
COCCCNC(=O)/C(C#N)=C1\N=C(NC(=O)c2cccs2)c2ccccc21	.	.	-5	.	-3	15	-1	-16
O=C(CN1C(=O)NC2(CCCCC2)C1=O)Nc1ccc(Cl)c(S(=O)(=O)N2CCOCC2)c1	-2	-1	-15	-1	-2	-28	-7	10
COC(=O)N(C)C[C@@H]1OCc2ccccc2-c2ccccc2C(=O)N([C@H](C)CO)C[C@@H]1C	-12	0	-1	-2	-1	9	4	.
CCc1nc(SCC(=O)N2CCN(c3ccccc3)CC2)c2oc3ccccc3c2n1	-65	3	9	-5	1	-32	.	.

The listing continues:
Compound	Statin myotox sup	Cneo AK release	PGC1a acetyl inh	PglD DTNB	ARNT TACC3 PPI	INS-1E GSIS act	LGR2 antag	PAX8 inh HTS
CCS(=O)(=O)N[C@@H]1CC[C@@H](CC(=O)N2CCCCC2)O[C@@H]1CO	2	-21	-5	2	4	1	-13	-5
CC(=O)Nc1ccc(NC(=O)C/C(C)=N/NC(N)=S)cc1	.	.	.	.	20	6	5	12
Cc1ccc(S(=O)(=O)NC(N)=NCCc2ccc(Cl)cc2)cc1C	.	.	2	10	-3	17	6	0
O=C1CN(C(=O)c2ccccc2F)C(c2ccccc2)c2cc(F)ccc2N1 (stereo not drawn)	9	1	-2	-1	2	-13	7	-24
Cc1nnc(SCC(=O)NC(=O)NC(C)C)s1	5	2	.	3	-9	11	-39	15
CCC(C)NCC(=O)Nc1ccc(S(N)(=O)=O)cc1 (stereo not drawn)	.	.	-1	.	-6	-37	3	-4
CS(=O)(=O)N1CCN(c2ccccc2NC(=O)c2ccc([N+](=O)[O-])o2)CC1	.	.	-16	.	-5	3	10	23
O=C(C1CCC1)N1CCCCN2[C@H](CO)[C@@H](c3ccc(-c4cccc(F)c4)cc3)[C@H]2C1	-3	-1	-6	-2	13	.	.	-17
Cc1cc2oc(C(=O)Nc3cccnc3)c(C)c2cc1C	-2	-2	-14	6	-1	15	-5	-15
COc1c(C)cc(Br)cc1C(=O)NCc1cccnc1	3	0	6	3	4	21	5	.
CC(C)(C)NC(=O)CN(Cc1cccs1)C(=O)CNS(=O)(=O)c1ccccc1	-3	-3	.	4	-4	.	.	1
CCOC(=O)c1c(-c2cccs2)csc1NC(=O)CC(C)C	.	0	4	-2	-48	.	.	5

Continuation.
Compound	Statin myotox sup	Cneo AK release	PGC1a acetyl inh	PglD DTNB	ARNT TACC3 PPI	INS-1E GSIS act	LGR2 antag	PAX8 inh HTS
COCC#Cc1cnc2c(c1)C(=O)N([C@@H](C)CO)C[C@@H](C)[C@H](CN(C)S(=O)(=O)c1cn(C)cn1)O2	3	-2	-9	4	-3	25	8	.
C[C@H](CO)N1C[C@H](C)[C@@H](CN(C)S(=O)(=O)c2ccc(-c3ccccc3)cc2)OCc2cnnn2CCCC1=O	24	-1	-2	-1	8	-14	-8	4
Fc1ccc(/C=N/N2CCN(Cc3ccccc3)CC2)cc1	-10	0	3	2	0	-9	-14	-38
O=C(Nc1ccc2c(c1)OCO2)C1CC(=O)N(c2ccc(F)cc2)C1 (stereo not drawn)	14	.	-3	.	0	2	16	7
S=C(Nc1ccc(Br)cc1Cl)N1CCN(c2ccccn2)CC1	3	-2	.	4	-5	4	18	15
CC(C)NC(=O)COC(=O)/C=C/c1ccc(F)cc1	.	.	.	.	-7	-3	-7	5
C[C@@H]1CN([C@H](C)CO)C(=O)c2cc(-c3cccc(C(=O)N(C)C)c3)cnc2O[C@H]1CN(C)C(=O)Cc1ccccn1	.	-3	6	2	-5	2	-4	.
CCc1ccccc1NC(=O)C/C(C)=N/NC(=O)COc1ccccc1C	28	-8	.	3	-1	-23	-4	11
CCCC#Cc1ccc([C@@H]2[C@@H](CO)N3CCCCN(S(=O)(=O)c4ccccc4C)C[C@H]23)cc1	.	8	5	6	4	32	13	7
O=C(C[C@@H]1CC[C@H](NC(=O)Nc2ccccc2)[C@@H](CO)O1)NCc1cccc(F)c1	1	-3	0	3	0	11	-8	-27
O=C(Nc1ncccc1O)c1ccc(S(=O)(=O)N2CCCC2)cc1	-15	-1	-9	2	-4	9	3	5
CCC(=O)N(C)C[C@@H]1Oc2ncc(C#Cc3ccccc3)cc2C(=O)N([C@@H](C)CO)C[C@H]1C	6	0	8	-1	-14	-2	-9	.

Following part.
Compound	Statin myotox sup	Cneo AK release	PGC1a acetyl inh	PglD DTNB	ARNT TACC3 PPI	INS-1E GSIS act	LGR2 antag	PAX8 inh HTS
COc1ccc(C(=O)NN2CC(O)=C(c3nc4ccccc4n3C)C2=N)cc1OC	.	1	4	6	1	-3	1	-15
C[C@@H]1CN([C@@H](C)CO)C(=O)c2cc(NC(=O)Nc3ccc4c(c3)OCO4)ccc2O[C@@H]1CN(C)Cc1ccncc1	-13	-4	-3	-1	.	3	7	-16
CN(C)C(=O)C[C@@H]1C=C[C@H](NS(=O)(=O)c2ccccc2)[C@@H](CO)O1	2	-2	4	0	-8	1	-22	-8
CCCOc1cccc(C(=O)N(Cc2ccccc2)C2CCS(=O)(=O)C2)c1 (stereo not drawn)	.	0	-6	-4	0	-14	0	10
COc1ccc(OC)c(/C=C/C(=O)Oc2ccc(C(C)=O)cc2)c1	1	-1	.	0	-4	15	11	-1
COC(=O)[C@H]1C[C@@H]1[C@H](NC(=O)[C@H]1C[C@@H]1[C@H](NC(=O)OCc1ccccc1)c1ccccc1)c1ccccc1	-4	7	-11	7	-17	.	20	5
CN(C)CC(=O)N[C@@H]1CC[C@@H](CCNC(=O)C2CCCCC2)O[C@H]1CO	8	1	3	0	-3	14	-1	-16
CN1C(=O)Cc2cc(S(=O)(=O)N3CCN(c4cccc(Cl)c4)CC3)ccc21	2	0	4	-2	4	7	-10	-1
C[C@H](CO)N1C[C@H](C)[C@@H](CN(C)Cc2ccncc2)OCCCC[C@H](C)Oc2ccc(NS(=O)(=O)c3ccccc3)cc2C1=O	.	-2	-6	3	-37	0	-27	14
CNC[C@H]1OCCCC[C@H](C)Oc2ccc(NS(=O)(=O)c3cccs3)cc2C(=O)N([C@H](C)CO)C[C@@H]1C	.	-3	3	9	3	1	32	-25
O=C(CCc1ccccc1)Nc1ccc(N2CCCCC2)cc1	-14	.	.	.	-11	-10	-17	-72
O=S(=O)(NCC1(N2CCOCC2)CCCCC1)c1ccccc1Cl	0	-2	.	-1	-4	-2	7	-9

Quoted at random: 2 entries already listed.
Compound	Statin myotox sup	Cneo AK release	PGC1a acetyl inh	PglD DTNB	ARNT TACC3 PPI	INS-1E GSIS act	LGR2 antag	PAX8 inh HTS
CNC[C@H]1OCCCC[C@H](C)Oc2ccc(NS(=O)(=O)c3cccs3)cc2C(=O)N([C@H](C)CO)C[C@@H]1C	.	-3	3	9	3	1	32	-25
CN1C(=O)Cc2cc(S(=O)(=O)N3CCN(c4cccc(Cl)c4)CC3)ccc21	2	0	4	-2	4	7	-10	-1

Next compounds
Compound	Statin myotox sup	Cneo AK release	PGC1a acetyl inh	PglD DTNB	ARNT TACC3 PPI	INS-1E GSIS act	LGR2 antag	PAX8 inh HTS
C[C@@H]1CN([C@@H](C)CO)C(=O)CCCn2nncc2CO[C@@H]1CN(C)CC1CC1	-3	-3	0	2	-12	21	-5	-6
C[C@H]1CN([C@@H](C)CO)S(=O)(=O)c2ccc(-c3ccncc3)cc2O[C@@H]1CN(C)Cc1ccc(Oc2ccccc2)cc1	-132	7	5	0	-3	-21	10	.
Cc1noc(C)c1NC(=O)Nc1ccc2c(c1)C(=O)N([C@@H](C)CO)C[C@@H](C)[C@H](CN(C)Cc1ccc3c(c1)OCO3)OCCCC[C@H](C)O2	.	4	9	-2	-6	1	11	3
O=C(Nc1ccncc1)c1cccc(S(=O)(=O)N2CCc3ccccc32)c1	.	.	.	.	1	-32	22	33
COCC(=O)Nc1ccc(S(=O)(=O)Nc2ccccn2)cc1	3	-10	-3	-6	-4	9	7	-8
C/C=C/c1ccc([C@@H]2[C@H](C#N)N(C(=O)NC3CCCC3)[C@H]2CO)cc1	1	-4	13	-2	8	8	11	9
CCOC(=O)C1CCCN(C(=O)CSc2nnc3nc(C)cc(C)n23)C1 (stereo not drawn)	0	-1	9	0	-3	15	3	11
Cc1cccc(NC(=S)N2CCC(N(C)CC3CCCO3)CC2)c1 (stereo not drawn)	-9	0	5	11	5	7	-7	9
COc1ccccc1Cn1c(=O)c2ccccc2n2c(SCC(=O)N3CCCCC3)nnc12	.	.	3	5	-3	-1	-15	-14
O=C(OCc1nnc(-c2ccccc2)o1)c1cc2ccccc2cc1O	.	.	.	.	-1	5	-7	-14
CCOC(=O)C(=O)N(C)c1c(CC)nc2c(OCc3ccccc3OC)cccn12	7	-1	6	-3	.	-12	-6	-3
COCC(=O)Nc1ccc2c(c1)OC[C@@H](C)N(Cc1cc(F)ccc1F)C[C@@H](C)[C@H](OC)CN(C)C2=O	-6	4	-7	1	-6	-9	4	6

(continued)
Compound	Statin myotox sup	Cneo AK release	PGC1a acetyl inh	PglD DTNB	ARNT TACC3 PPI	INS-1E GSIS act	LGR2 antag	PAX8 inh HTS
CCCC(=O)Nc1ccc2c(c1)C(=O)N(C)C[C@H](OC)[C@H](C)CN(C(=O)c1ccccc1F)[C@@H](C)CO2	4	-7	7	-1	18	-1	-4	.
COc1ccc(NC(=O)CSc2nnc(CNC(=O)c3ccco3)n2-c2ccccc2OC)cc1	1	1	-6	9	.	.	.	-2
COc1ccc([N+](=O)[O-])cc1NC(=O)COC(=O)c1ccccc1C(=O)c1ccccc1	.	0	-3	-3	1	-19	-3	.
O=C(O)Cc1ccc(NC(=O)Nc2cccc(Cl)c2)cc1	.	.	6	.	2	-7	4	5
CCOC(=O)Nc1ccc2c(CN3C(=O)NC4(CCCC4)C3=O)cc(=O)oc2c1	-13	3	.	-3	5	.	.	.
